Wnt act – Wnt/beta-catenin pathway activation; activation, % at 9.35 µM; 300,000 compounds, 1.2% hits; Wnt/beta-catenin reporter cell assay, activator, plate reader; AID 743398; in the data active means activation above about 30%, passing the limit was not always enough;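 further: 0% = neutral control wells and 100% = positive control wells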
NSD2 HMT inh – blocks human histone methyltransferase NSD2 | AID 743445 | 310,000 compounds, 0.54% hits | O96028 | NSD2 peptide methylation, AlphaScreen, 120 min | inhibition, % at 12.5 µM; in the data active means inhibition above about 50%
dFosB activator – activators of mouse delta FosB homodimer; purified delta FosB, TAMRA-CDK5 oligo fluorescence polarization; percent of positive-control signal above neutral wells; activation, % at 25 µM; 340,000 compounds, 0.99% hits; AID 493131;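 active means mean activation above about 17%, with every replicate also reaching it, limit read from the data, passing the limit was not always enough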;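 further: fluorescence polarization rise as delta FosB binds a TAMRA Cdk5 AP-1 oligo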
V-ATPase pHluor – regulators of yeast V-ATPase proton transport; AID 504577; response, % at 10 µM; S. cerevisiae, pHLuorin cytosolic pH fluorescence; 350,000 compounds, 0.37% hits; in the data active means response mostly above about 7.3%, no sharp cut-off; inactive means mostly below about 5.4%; further: actives read high; inactives centre near 0; some compounds called inactive have numbers as strong as hits; reference of the scale not given here
MITF act – activators of MITF-driven TRPM1 promoter activity in SK-MEL-5 cells; SK-MEL-5 TRPM1-promoter luciferase, 24 h; % of positive control, neutral wells = 0; activation, % at 12.5 µM; AID 588334; 300,000 compounds, 0.75% hits;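 active means mean activation of at least 80% with every replicate also reaching 80%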;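 further: 0% = neutral control wells and 100% = parthenolide positive control wells; values of inactives mirror those of a sister screen read the other way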
HTR5A inv ctr – counter-screen for OPRM1-OPRD1 inverse agonists: human HTR5A inverse agonism; 340,000 compounds, 0.083% hits; AID 504634; P47898; inhibition, % at 9.3 µM; HTR5A cell line, luminescence; in the data active means inhibition mostly above about 23%, no sharp cut-off; inactive means mostly below about 18%;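 further: 0% = cells with DMSO and 100% = no-cell wells with DMSO; some compounds called inactive have numbers as strong as hits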
HTR5A ag – HTR5A agonism, opioid heterodimer counter-screen; P47898; HTR5A agonist assay, luminescence, cell-based; activation, % at 9.3 µM; 340,000 compounds, 0.61% hits; in the data active means activation mostly above about 9.5%, no sharp cut-off; inactive means mostly below about 7.6%;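 further: 0% = cells with vehicle only and 100% = reference agonist; strong numbers were not always called active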
CDK5 inh – CDK5/p35 (human) kinase inhibition; Q00535+Q15078; Recombinant CDK5/p35, ADP-Glo luminescence, 60 min; inhibition, % at 10 µM; 330,000 compounds, 0.01% hits;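 active means highest replicate inhibition of at least 50% and at least 75% of replicates reaching 50%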;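 further: plate controls were DMSO neutral control for no effect and GW8510 at 10 µM for full effect; many of its hits are not listed in these tables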
Target sequence (Q00535 whole entry, looked up): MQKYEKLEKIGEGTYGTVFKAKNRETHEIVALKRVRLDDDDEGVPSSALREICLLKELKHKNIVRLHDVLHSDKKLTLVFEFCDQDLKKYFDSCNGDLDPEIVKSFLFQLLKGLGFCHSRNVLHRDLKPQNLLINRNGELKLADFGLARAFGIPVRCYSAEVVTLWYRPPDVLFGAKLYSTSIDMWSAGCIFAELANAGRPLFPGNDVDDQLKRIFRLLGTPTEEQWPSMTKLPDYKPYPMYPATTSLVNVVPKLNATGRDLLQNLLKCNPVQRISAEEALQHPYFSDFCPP
Target sequence (Q15078 whole entry, looked up): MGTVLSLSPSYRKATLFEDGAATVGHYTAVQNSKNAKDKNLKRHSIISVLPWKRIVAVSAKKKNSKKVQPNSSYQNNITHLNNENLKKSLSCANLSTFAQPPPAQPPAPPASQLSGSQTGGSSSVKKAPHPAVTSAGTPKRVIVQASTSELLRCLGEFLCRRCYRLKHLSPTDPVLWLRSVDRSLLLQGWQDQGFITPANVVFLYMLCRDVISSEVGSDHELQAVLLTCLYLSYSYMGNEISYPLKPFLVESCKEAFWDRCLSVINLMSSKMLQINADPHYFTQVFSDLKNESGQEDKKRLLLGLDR
PvdQ inh – P. aeruginosa PvdQ acylase inhibition; purified PvdQ acylase, fluorescence plate reader; inhibition, % at 10 µM; 340,000 compounds, 0.063% hits; AID 488965; in the data active means inhibition above about 30%, passing the limit was not always enough;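 further: 0% = vehicle neutral wells and 100% = reference inhibitor wells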
SR-BI DiI inh – inhibitors of mouse SR-BI mediated HDL lipid uptake | inhibition, % at 12.5 µM | Q61009 | 320,000 compounds, 0.96% hits | ldlA[mSR-BI] CHO cells, DiI-HDL uptake fluorescence, 3 h;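 active means mean replicate inhibition of at least 70% and a set share of replicates each scoring 70 or more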;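 further: 0% = median of neutral control wells and 100% = median of positive control wells; values of inactives mirror those of a sister screen read the other way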
Target sequence (Q61009 whole entry, looked up): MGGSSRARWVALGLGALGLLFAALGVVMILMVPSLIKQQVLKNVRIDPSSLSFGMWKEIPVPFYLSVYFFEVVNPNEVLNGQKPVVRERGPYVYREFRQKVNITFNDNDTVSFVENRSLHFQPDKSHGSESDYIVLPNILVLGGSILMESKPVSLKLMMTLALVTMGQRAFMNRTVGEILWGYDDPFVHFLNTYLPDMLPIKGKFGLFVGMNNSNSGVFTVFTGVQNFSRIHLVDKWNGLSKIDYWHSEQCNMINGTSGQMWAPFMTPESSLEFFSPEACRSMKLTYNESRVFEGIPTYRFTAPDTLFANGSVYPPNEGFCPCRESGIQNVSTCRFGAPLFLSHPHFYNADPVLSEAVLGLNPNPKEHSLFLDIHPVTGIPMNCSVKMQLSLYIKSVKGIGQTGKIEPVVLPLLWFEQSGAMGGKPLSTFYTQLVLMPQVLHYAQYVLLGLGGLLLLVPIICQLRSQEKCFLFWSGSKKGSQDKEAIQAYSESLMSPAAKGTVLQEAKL
An asterisk follows results filed as active; . = no result given.

cpd | compound | CDK5 inh | dFosB activator | HTR5A inv ctr | MITF act | HTR5A ag | Wnt act | SR-BI DiI inh | V-ATPase pHluor | NSD2 HMT inh | PvdQ inh
1 | C=CCn1c(=O)c(C(=O)Nc2ccc(C)cc2)c(O)c2ccccc21 | 0.1 | 4 | 0 | . | 0 | 6 | 3 | 0 | -4 | -8
2 | CC(C)CCNC(=O)NC(=O)COC(=O)C1=COCCO1 | 0.5 | -5 | -4 | -12 | -3 | . | 7 | 3 | 6 | -1
3 | O=C(NNC(=O)C1CC2CCC1C2)c1sc2ccccc2c1Cl (centres undefined) | -2.6 | -3 | -16 | 45 | 4 | . | 26 | 3 | 1 | -14
4 | CCN(CC(=O)Nc1c(F)cccc1F)C(=O)/C=C/c1ccc2ccccc2n1 | -0.3 | -13 | -3 | 6 | 1 | -6 | 1 | -2 | 6 | 4
5 | CCC(CO)NCc1ccc2c(c1)n(C)c(=O)n2C (centres undefined) | 1.4 | -1 | -16 | 2 | -1 | -4 | -24 | -6 | 27 | 6
6 | Cc1oc(-c2ccccc2)cc1C(=O)Nc1ccccc1 | -1.7 | -2 | -50 | -1 | 9 | . | 90* | -2 | -2 | -3
7 | O=c1c2ccccc2c(C=Nc2cccc(S(=O)(=O)NC3=NCCCCC3)c2)c(O)n1Cc1ccccc1 | -0.1 | -7 | -21 | 3 | -3 | -6 | . | -1 | -4 | 3
8 | COc1ccc(NC(=O)c2sccc2-n2cccc2)cc1 | 2.5 | 4 | 11 | 2 | -4 | 0 | 43 | 5 | . | 2
9 | CC(=O)Nc1ccc(S(=O)(=O)N[C@@H](C)C(=O)N(C)Cc2cccs2)cc1 | 0.3 | -2 | 8 | -4 | -3 | -3 | -14 | 2 | 1 | 15
10 | COc1ccc(CCNC(=O)CSc2nc(-c3ccc(OC)c(OC)c3)ccc2C#N)cc1 | 0.6 | 0 | 4 | -4 | -1 | -3 | 7 | 1 | 19 | 6
11 | Cc1oc(-c2cccs2)nc1CS(=O)CC(=O)NCCCOC(C)C (centres undefined) | -0.2 | -7 | -9 | . | 3 | . | -6 | 0 | -1 | -14
12 | COC(=O)C(C(=O)OC)C(C(=O)OC)C(C(=O)OC)C(=O)OC | 0.9 | 0 | -4 | . | 3 | -1 | -28 | 0 | 1 | -8
13 | CCc1cccc(NC(=O)Cn2c3[n+](c4ccc(C(F)(F)F)cc42)CCCCC3)c1 | -1.0 | 1 | . | -10 | . | -1 | -8 | 0 | 7 | -1
14 | Cc1ccc(-c2ccc(CO)o2)cc1N | -1.8 | -1 | 2 | 9 | -1 | 2 | 9 | 1 | 8 | -18
15 | O=C(Nc1ccc(F)cc1)c1ccccc1 | -1.6 | 2 | 6 | 104* | -3 | -6 | -17 | 0 | -1 | -8
16 | Clc1ccc(-c2nc3n(n2)Cc2ccccc2-3)cc1 | 1.5 | 0 | -23 | . | 1 | 53* | 56 | 1 | . | -8
17 | CCOC(=O)c1oc2cc(OCC(=O)OC)ccc2c(=O)c1-c1ccc(OC)c(OC)c1 | -0.2 | 5 | -8 | 13 | 3 | 1 | 12 | 3 | 0 | 7
18 | COc1ccc(NC(=O)COC(=O)CCc2nc3ccccc3c(=O)[nH]2)cc1Cl | -0.5 | -1 | 1 | -3 | -1 | 21 | -3 | 0 | -1 | 10
19 | COc1ccc(/C=N/n2c(C)nc3c([nH]c4ccccc43)c2=O)cc1CN1CCCC(C)(C)C1 | 2.0 | 10 | -17 | -13 | 6 | 2 | -130 | 3 | . | -12
20 | O=C(Nc1nnc(Cc2ccccc2)s1)c1cnccn1 | -0.8 | -4 | 11 | 7 | -4 | 2 | -7 | 3 | -9 | -11
21 | OCCNC(=S)Nc1cc(Cl)cc(Cl)c1 | -0.2 | -3 | 11 | . | 1 | 1 | -10 | -4 | 0 | -12
22 | CCCC12CN3CCN(CC(C3)/C1=N\NC(=O)Nc1ccccc1)C2 | -2.1 | -1 | 10 | -5 | 3 | . | -22 | -3 | -3 | -12
23 | Cc1ccc(S(=O)(=O)N2CCCCC2)cc1NC(=O)C1CC1 | 3.6 | -3 | -1 | -4 | 0 | -1 | -13 | -3 | -1 | 8
24 | Cc1csc(NC(=O)C2=NN(c3ccccc3)C(=O)CC2)n1 | -3.7 | 0 | 8 | 15 | -3 | -10 | 4 | -9 | 1 | -14
25 | c1ccc(-c2nnc(SCc3nnc(-c4cccs4)o3)o2)cc1 | -0.8 | -5 | -19 | 7 | -2 | . | -39 | 5 | 0 | -11
26 | CCSc1nnc(CNC(=O)c2ccccc2F)n1-c1ccccc1OC | -2.6 | -10 | -30 | -10 | 3 | 0 | -7 | -1 | 3 | -9
27 | CCOC(=O)c1[nH]c(C)c(C(=O)Nc2ccc(C)c(F)c2)c1C | 0.2 | -4 | 35 | -9 | 1 | 1 | 45 | -3 | -1 | -7
28 | O=S(=O)(NC1CCCC1)c1ccccc1Br | -7.4 | 1 | 4 | 6 | 10 | 1 | -2 | 0 | . | -21
29 | CN(CC(=O)NC1CCN(Cc2ccccc2)CC1)S(=O)(=O)c1ccc(Br)s1 | 0.7 | -11 | -25 | -17 | 15* | 2 | -1 | -5 | 3 | 1
30 | C/C(=N\NS(=O)(=O)c1ccc(C)c([N+](=O)[O-])c1)c1cc2ccccc2o1 | 3.2 | -4 | -65 | -8 | 27* | . | -11 | 10 | 20 | 7
31 | Cc1cc(C)c2c(N)c(C(=O)N3CCCCCC3)sc2n1 | 0.5 | -1 | 10 | . | -1 | . | 42 | 5 | -1 | -15
32 | CC12CCC(=O)N1C(C(=O)Nc1cc(C(F)(F)F)ccc1N1CCOCC1)CS2 (centres undefined) | 0.3 | 0 | 14 | 1 | -5 | -13 | -1 | -3 | -3 | 2
33 | Cc1csc(NC(=O)Nc2ccccc2[N+](=O)[O-])n1 | 3.8 | 1 | 6 | 24 | -2 | 1 | 2 | -2 | 5 | -9
34 | Cc1ccc(-c2nnc(N3CCCCCC3)c3ccccc23)cc1 | -0.5 | -4 | -5 | 42 | 2 | 4 | . | 2 | -2 | 9
35 | CC(C)OC(=O)c1c(NC(=O)CCC(=O)O)sc2c1CCCCC2 | -1.2 | -7 | -16 | 2 | 4 | -3 | -8 | 1 | 3 | -1
36 | c1ccc(Oc2nc(NCc3ccco3)nc(NCc3ccco3)n2)cc1 | 4.3 | -1 | 20 | . | -5 | -3 | 4 | 3 | -2 | 7
37 | CC(C)CC(=O)Nc1nnc(SCC(=O)NCC2CCCO2)s1 (centres undefined) | -2.2 | -1 | 4 | 0 | 1 | -3 | -28 | -1 | -1 | -17
38 | CCOC(=O)CCc1c(C)c2ccc(O)cc2oc1=O | 0.2 | -2 | -13 | . | -5 | -2 | 7 | -1 | 2 | -3
39 | N#C/C(=C\c1ccc(/C=C(/C#N)c2nn(CCO)c(N)c2C#N)cc1)c1nn(CCO)c(N)c1C#N | -0.6 | -2 | 37 | 9 | 1 | . | -44 | -2 | 2 | 2
40 | Cc1ccccc1CS(=O)(=O)c1cn(CC(=O)N2CCOCC2)c2ccccc12 | -2.4 | -7 | 4 | 8 | -2 | -1 | -19 | 1 | -4 | -15
41 | CCn1cc(CN2CCc3c([nH]c4ccccc34)C2c2ccc(F)c(OC)c2)c(C)n1 (centres undefined) | -0.3 | -1 | -4 | -15 | -1 | -1 | 28 | 7 | -1 | 1
42 | COc1ccc(NC(=S)N2CCCC2c2ccc(OC)c(OC)c2)cc1 (centres undefined) | 1.7 | 6 | 9 | 8 | 2 | -3 | . | -3 | 0 | -8
43 | COC(=O)CCCC1=CC2=C(c3ccccc3)C(=O)C(C)(OC(=O)C3CCCC3)C(=O)C2=CN1c1ccc(OC)cc1 (centres undefined) | -0.3 | -5 | 7 | 10 | -1 | -4 | -5 | -1 | . | -12
44 | CC(NC(=O)Cc1cccs1)C(c1cccs1)N1CCN(c2ccccc2F)CC1 (centres undefined) | -0.6 | 6 | 1 | 2 | 2 | . | 27 | 7 | -2 | 7
45 | COc1ccc2c(ccc[n+]2CC(=O)c2ccc(C)cc2)c1 | 1.3 | 3 | -7 | -10 | 10 | -2 | -26 | 3 | 0 | 4
46 | O=C(Cn1nc(-c2ccccc2)ccc1=O)NCCN1CCN(c2cccc(Cl)c2)CC1 | -0.6 | -14 | -5 | -6 | 2 | . | 28 | -4 | 4 | -18
47 | COc1ccc(-c2cc(C(F)(F)F)nc(SCC(=O)Nc3cc(C)on3)n2)cc1 | 3.5 | 3 | -14 | -13 | -4 | . | 20 | -4 | . | 6
48 | CN(C)c1nc2n(c(=O)n1)CCO2 | -0.4 | 2 | 7 | 0 | 2 | -5 | -11 | -5 | -11 | -2
49 | COC(=O)c1ccc(Nc2cc(C)nc3ccccc23)cc1 | 0.1 | -9 | 1 | . | 2 | 48* | -20 | -9 | -1 | 12
50 | O=c1[nH]nc(Br)c(=O)n1C(c1ccccc1)c1ccccc1 | 1.5 | -1 | 2 | 6 | -1 | 5 | -12 | -1 | 51* | 1

Next section
cpd | compound | CDK5 inh | dFosB activator | HTR5A inv ctr | MITF act | HTR5A ag | Wnt act | SR-BI DiI inh | V-ATPase pHluor | NSD2 HMT inh | PvdQ inh
51 | Cc1cc(N2CCN(S(=O)(=O)c3ccc(C)c(C)c3)CC2)c2ccccc2n1 | 1.3 | -4 | 16 | 0 | 3 | -2 | -21 | 0 | 10 | -13
52 | COCCn1nnnc1C(C(C)C)N(Cc1cccnc1)Cc1cc2cc(OC)ccc2[nH]c1=O (centres undefined) | -0.5 | -9 | -17 | 13 | -2 | 1 | -32 | -3 | 0 | 0
53 | C[C@H](CO)N1C[C@H](C)[C@@H](CN(C)C(=O)Nc2ccc3c(c2)OCO3)Oc2ccc(NC(=O)Cn3cnnn3)cc2C1=O | 0.1 | -8 | 10 | 3 | -4 | 0 | -12 | 5 | . | -16
54 | Cc1cccc(OS(=O)(=O)NC(=O)OCC2CCCN3CCCCC23)c1 (centres undefined) | 1.0 | -1 | -12 | 5 | 1 | -1 | -11 | -1 | 0 | -8
55 | O=C(COC(=O)c1ccc(F)c(S(=O)(=O)N2CCOCC2)c1)NCc1ccccc1 | -1.1 | -1 | 3 | -10 | -1 | -3 | 1 | 5 | -6 | -24
56 | COc1ccccc1N1CCN(C(=O)c2ccc(S(=O)(=O)N3CCCCC3)cc2)CC1 | -1.4 | -4 | 5 | 10 | 5 | . | 16 | -3 | 0 | -12
57 | CC(C)CCNC(=O)[C@@H](NC(=O)c1c(F)cccc1F)C(C)C | -0.8 | 3 | -18 | . | 0 | -2 | -25 | -4 | -1 | 0
58 | Cn1ccnc1SCC(=O)Nc1ccc(Br)cc1C(F)(F)F | -0.2 | -2 | 15 | 65 | 9 | . | 2 | 5 | 2 | -10
59 | O=C(Cc1c(Cl)cccc1Cl)Nc1cccnc1 | -1.0 | -3 | 10 | 1 | -4 | -9 | -1 | 3 | 0 | -20
60 | Cn1c(NC(=O)c2ccco2)c(-c2ccccc2Cl)c(=O)c2ccccc21 | -0.7 | 1 | -3 | -6 | -1 | 2 | 0 | 1 | -2 | -6
61 | COc1cc(C(=O)NCc2ccccc2Cl)ccc1OCC(=O)N1CCOCC1 | -0.1 | -5 | -2 | -2 | 0 | -1 | 4 | 6 | -2 | 6
62 | COC(=O)C(C(=O)Nc1cc(C)on1)C1CCCCCC1 (centres undefined) | -1.8 | 0 | -3 | -9 | -2 | . | 0 | 0 | -3 | -12
63 | COc1cccc(-c2nnc(SCC(=O)Nc3ccc(OC)c(OC)c3)n2N)c1 | 2.5 | -6 | 17 | . | 6 | -3 | -2 | -2 | -2 | -9
64 | Cc1ccc(NC(=O)CSc2nc3ccccc3c(=O)n2CCCN2CCCCC2)cc1Cl | -0.7 | 3 | 10 | -11 | 1 | -4 | -14 | 1 | -3 | 3

Screening data (PubChem)
